SIRT5 inh: blocks human SIRT5 desuccinylation of peptide. inhibition, % at 15 µM. Purified SirT5, succinyl-peptide AMC, trypsin-coupled fluorescence. AID 652115. 330,000 compounds, 1.1% hits; in the data active = inhibition above about 15%; inconclusive = no clear call, values can overlap the other calls
Target sequence (Q9NXA8 whole entry, looked up): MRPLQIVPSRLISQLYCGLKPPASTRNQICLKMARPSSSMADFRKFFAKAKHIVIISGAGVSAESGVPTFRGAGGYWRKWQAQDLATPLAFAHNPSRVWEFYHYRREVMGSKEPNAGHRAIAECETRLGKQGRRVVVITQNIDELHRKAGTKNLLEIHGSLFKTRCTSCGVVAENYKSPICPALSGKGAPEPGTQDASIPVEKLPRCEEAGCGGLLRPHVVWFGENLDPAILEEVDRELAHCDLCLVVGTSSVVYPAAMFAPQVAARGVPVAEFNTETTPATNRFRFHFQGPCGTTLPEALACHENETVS
LGR2 inh: inhibitors of bursicon-induced Drosophila LGR2 receptor cAMP signaling; HEK293 LGR2, CRE-luciferase, bursicon-stimulated, 4 h; inhibition, % at 9.99 µM; 380,000 compounds, 0.35% hits;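 active = drop in luminescence signal, shown as inhibition above about 50% in the replicate tests, limit read from the data, passing the limit was not always enough; inconclusive = probably only some replicates passing the limit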;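 note: agonist challenge used bursicon conditioned medium at about half maximal strength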
esBAF inh: inhibitors of esBAF chromatin remodeling in mouse ES cells; Bmi1-luciferase knock-in reporter, 24 h; 100% = twice the neutral-well signal; reporter increase, % at 12.5 µM; 350,000 compounds, 2% hits; AID 602393; in the data active = activation above about 40%; inconclusive = no clear call, values can overlap the other calls;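 note: 0% = median of the plate's neutral control wells and 100% = double that signal; a rise in the Bmi1 reporter signal indicates esBAF inhibition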
Statin myotox sup: suppressors of simvastatin-induced myotoxicity in C2C12 myotubes. ATP luminescence, 48 h; scaled: DMSO 0, geranylgeraniol control 100. rescue of ATP level, % at 7.49 µM. 330,000 compounds, 0.78% hits. AID 602340;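 active = mean ATP rescue above about 67%, or every replicate alone reaching that limit, limit read from the data, passing the limit was not always enough; inconclusive = no clear call, values can overlap the other calls; inactive = mean under the limit and some replicate under it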;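 note: myotubes were challenged with 10 µM simvastatin during compound exposure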
S100A4 inh HTS: S100A4-myosin IIA interaction inhibition; P26447; AID 652163; S100A4/TAMRA-MyoIIA peptide fluorescence polarization; inhibition, % at 10.7 µM; 360,000 compounds, 0.14% hits;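 active = mean inhibition of at least 70% across replicates, with every replicate also reaching that level; inconclusive = mean inhibition reaches 70% but some replicates fall short; inactive = mean inhibition below 70%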
Target sequence (P26447 whole entry, looked up): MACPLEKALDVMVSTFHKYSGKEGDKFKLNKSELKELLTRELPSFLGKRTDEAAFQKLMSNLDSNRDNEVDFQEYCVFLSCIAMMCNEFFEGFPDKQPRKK
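Test system – S100A4 monomer (human) · Compound – single-point compound testing · Schedule – 5 min incubation before reading · Probe or stimulus – TAMRA-labelled myosin IIA heavy-chain peptide probe, 5 nM · Benchmarks – neutral control DMSO, positive control TFP · Medium – Calcium-containing HEPES buffer, pH 7.2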
FN deposition inh: fibronectin deposition inhibition | AH1F fibroblasts, Alexa488-fibronectin deposition fluorescence, overnight | inhibition, % at 12.6 µM | 350,000 compounds, 0.086% hits | AID 743247;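 active = mean inhibition across replicates of 30% or more, regardless of how many single replicates reach that level; inconclusive = mean under 30% yet at least half of replicates reach 30%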;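 note: positive control wells lacked labelled fibronectin entirely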
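Assay system: AH1F fibroblasts / Quantity: 10000 cells per well / Medium: DMEM plus 2% serum, read in PBS / Reagent: labelled fibronectin 24 nM / Dosing: single dose, pinned / Times: 1 h cell attachment, overnight exposure to compound and label / Signal: fluorescence, ex 485 nm, em 525 nm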
Casp6 inh: inhibitors of human caspase-6 | purified caspase-6, Z-VEID-R110 cleavage fluorescence | inhibition, % at 12.5 µM | 350,000 compounds, 0.53% hits | AID 686996;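 active = mean inhibition across replicates at least about 35%, with every replicate also reaching that limit, limit read from the data; inconclusive = only one of the two criteria met; inactive = neither criterion met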;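 note: 0% = median of neutral control wells and 100% = no fluorescence left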
Target sequence (P55212 24-179 limits assumed): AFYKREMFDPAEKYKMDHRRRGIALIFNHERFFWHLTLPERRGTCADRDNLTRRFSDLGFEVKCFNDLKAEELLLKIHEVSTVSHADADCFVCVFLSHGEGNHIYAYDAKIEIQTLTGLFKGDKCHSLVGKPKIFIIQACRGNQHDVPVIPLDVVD
Target sequence (P55212 194-293 limits assumed): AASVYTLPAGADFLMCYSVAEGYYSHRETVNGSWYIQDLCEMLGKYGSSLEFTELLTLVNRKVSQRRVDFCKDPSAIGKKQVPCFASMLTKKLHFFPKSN
Active calls of the source: *; ? = inconclusive; . = not tested or not shown. The list is partial; count on the stated rates, not on these rows.

SMILES	SIRT5 inh	LGR2 inh	esBAF inh	Statin myotox sup	S100A4 inh HTS	FN deposition inh	Casp6 inh
CNC[C@H]1Oc2c(NC(=O)Nc3c(C)noc3C)cccc2C(=O)N([C@@H](C)CO)C[C@H]1C	-2	27	-7	-38	-4	-9	-1
O=C(C[C@H]1C=C[C@@H](NC(=O)c2cccc(F)c2)[C@@H](CO)O1)Nc1nccs1	0	-7	1	25	1	0	0
CCc1c(-c2ccccc2)ncn1CCc1ccccc1OC	7	1	.	.	1	-9	2
CCCC(=O)OCC(=O)NCc1ccc(Cl)cc1	-3	-12	.	.	-1	6	-3
COc1ccc2c3c([nH]c2c1)[C@H](CO)N(C(=O)C1CCCC1)CC31CCN(C(=O)c2ccncc2)CC1	3	17	.	.	-2	.	-1
CCN(CC(=O)Nc1c(F)cccc1F)C(=O)Cc1c(C)nc2ccccc2c1C	3	.	-2	-4	-2	-1	-113
COc1cccc(S(=O)(=O)N[C@H]2C=C[C@@H](CC(=O)NCc3ccc(Cl)cc3)O[C@H]2CO)c1	-3	11	3	-6	-7	.	0
Cc1[nH]c2ccccc2c(=O)c1CN1CCCCC1	.	.	-2	11	.	-4	.
COc1cccc(CN2CC(C(=O)NCCn3ccc(C)n3)CCC2=O)c1 (configuration not stated)	-3	-5	-4	-12	-2	-4	1
O=C(Nc1ccc(Cl)cc1)Nn1cnnc1	.	-4	5	11	5	8	0
CCOC(=O)C1CCCN(C(=O)C2CC(=O)N(c3ccc(C)cc3)C2)C1 (configuration not stated)	1	-20	1	-14	-5	.	1
COc1ccc(CCNC(=O)COC(=O)Cc2ccc(OC)cc2)cc1	.	16	-1	-1	.	-4	.
O=C(O)c1ccccc1-c1ccccc1C(=O)Nc1ccc2c(c1)C(=O)c1ccccc1-2	.	-22	0	7	-1	-3	4
COc1cc(CN2CCC(CO)(CCOc3ccccc3)CC2)cc(OC)c1	-2	4	.	.	-2	-3	0
C[C@H](CO)N1C[C@H](C)[C@H](CN(C)Cc2ccc3c(c2)OCO3)Oc2ccc(NC(=O)NC3CCCCC3)cc2CC1=O	1	3	-2	1	21	.	2
NC1=NC2(CCCCCC2)n2c(nc3ccccc32)N1	.	.	-6	7	.	-21	.
COc1ccc(CC(=O)O/N=C(\N)c2ccncc2)cc1	-4	-10	.	.	4	-6	0
Cc1ccc(-n2nc3c(N4CCC(C(=O)N5CCC(C(N)=O)CC5)CC4)nnc(C)c3c2C)cc1	-2	0	-2	4	-71	-12	-11
COc1ccc(C2C(C#N)=C(N)N(c3cccnc3)C3=C2C(=O)CC(C)(C)C3)cc1OC (configuration not stated)	1	4	.	.	-9	5	-2
CN(C)c1ccc(NC(=O)c2cccc(N3C(=O)CCC3=O)c2)cc1	.	-4	11	-15	.	.	.
COc1ccc(C(=O)NCC(=O)OCC(=O)N2CCN(S(=O)(=O)c3ccccc3)CC2)cc1	.	1	-2	-8	.	-9	.
C[C@@H]1CN([C@H](C)CO)C(=O)c2cc(-c3ccc(F)cc3)cnc2O[C@H]1CN(C)C(=O)Nc1ccccc1F	-3	14	-2	3	-1	4	0
N#CCSc1nnc(SCC#N)s1	.	8	.	.	0	0	11
COC(=O)C1=C(C)NC2=C(C(=O)CCC2)C1c1cccc(C)n1 (configuration not stated)	-2	-8	0	9	11	.	-1
CSC1=C(C#N)C(=O)NC(c2ccc(Cl)cc2)S1 (configuration not stated)	1	-1	.	.	2	-12	5
CC(C)CC1NC(=O)N(CC(=O)N2c3ccccc3NC(=O)C2(C)C)C1=O (configuration not stated)	-1	7	-5	2	-2	7	-1
O=C(c1ccc(F)cc1)N(NC(=O)C(O)(c1ccccc1)c1ccccc1)c1ccccc1	-2	-7	.	.	-3	2	-1
C[C@H](CO)N1C[C@H](C)[C@H](CN(C)Cc2ccc(-c3ccccc3)cc2)Oc2ccc(NC(=O)Nc3ccc(C(F)(F)F)cc3)cc2CC1=O	3	4	-10	35	-7	.	0
COc1ccccc1NC(=O)N[C@H]1CC[C@@H](CCn2cc(-c3ccccc3OC)nn2)O[C@@H]1CO	7	-18	7	-4	1	-5	-9
CCN(CC)S(=O)(=O)c1ccc(NN=c2c(=O)c3ccccc3c2=O)cc1	-4	-10	.	.	0	6	1
Cc1cc(C)c(C#N)c(SCC(=O)N(CCC#N)c2ccc3c(c2)OCCO3)n1	-2	5	-4	18	-1	8	0
O=C(Nc1ccccc1)N(Cc1cccnc1)Cc1ccco1	.	17	-5	0	.	4	.
O=C(C1CCN(S(=O)(=O)c2ccc(Br)cc2)CC1)N1CCOCC1	-2	3	.	.	-4	0	-1
CCOC(=O)c1ccc(-n2c(C)nc3ccc(Br)cc3c2=O)cc1	1	4	3	11	-1	10	2
Cc1cc(OCC(=O)C(C)(C)C)c2c(C)c(C)c(=O)oc2c1	.	.	-4	4	0	.	.
COc1ccc(NC(=O)Nc2ccc3c(c2)C(=O)N([C@@H](C)CO)C[C@@H](C)[C@@H](CN(C)Cc2ccc(C(F)(F)F)cc2)OCCCC[C@H](C)O3)cc1	4	8	-1	38	7	0	1
O=C(CC1CCCCC1)NCc1ccccc1	-2	-9	?	16	-1	-3	-1
CC(C)C(C(=O)NCc1ccco1)N(C(=O)CNS(=O)(=O)c1ccccc1)c1ccccc1 (configuration not stated)	-1	10	-10	-6	-3	6	-3
O=C(CN1C(=O)NC2(CCc3ccccc32)C1=O)Nc1ccccc1Cl (configuration not stated)	-3	-4	1	7	-15	-2	-1
CCOCN(C(=O)Cn1c(CO)nc2ccccc21)c1c(C)cccc1CC	.	.	-3	1	.	-5	.

Entries of single compounds from above. Values in the order: SIRT5 inh | LGR2 inh | esBAF inh | Statin myotox sup | S100A4 inh HTS | FN deposition inh | Casp6 inh
Results for CC(C)CC1NC(=O)N(CC(=O)N2c3ccccc3NC(=O)C2(C)C)C1=O (configuration not stated) = -1 | 7 | -5 | 2 | -2 | 7 | -1
Results for O=C(c1ccc(F)cc1)N(NC(=O)C(O)(c1ccccc1)c1ccccc1)c1ccccc1 = -2 | -7 | . | . | -3 | 2 | -1

Further compounds:
SMILES	SIRT5 inh	LGR2 inh	esBAF inh	Statin myotox sup	S100A4 inh HTS	FN deposition inh	Casp6 inh
Cc1cc(C)nc(Nc2nc(C(N)CCc3ccccc3)cs2)n1 (configuration not stated)	-2	-3	4	-29	-4	2	1
CC(C)(C)c1nnc2cccc(Cl)n12	-2	-13	.	.	-10	8	-3
CC(C)C[C@H]1CNC(=S)N1CC1CCCN1C[C@H](CC(C)C)N1C[C@H](Cc2ccc(O)cc2)N(CC2CCCCCC2)C1=S (some centres not stated)	-2	.	2	-4	-6	0	-3
COc1cc2c3nc4n(c(=O)c3n(CC(=O)NCC3CCCO3)c2cc1OC)CCS4 (configuration not stated)	-3	3	-6	7	-1	-10	2
O=C(Nc1cc(F)ccc1F)N1CC(=O)N2[C@H](C1)[C@@H](c1ccc(-c3ccccc3)cc1)[C@@H]2CO	4	-14	.	.	8	.	3
COc1ccc(Cl)cc1NC(=O)CN(C)CC(=O)Nc1ccc2c(c1)OCO2	-4	-21	0	23	9	1	7
CC(C(N)=O)N1c2cccc3cccc(c23)S1(=O)=O (configuration not stated)	-5	.	.	.	0	0	2
COc1ccc(NC(=O)Nc2cccc3ccccc23)cc1S(N)(=O)=O	0	11	-3	14	0	5	1
C[C@@H]1CN([C@H](C)CO)C(=O)c2cccc(NC(=O)c3ccc(-c4nccs4)cc3)c2O[C@@H]1CN(C)Cc1ccc(C(F)(F)F)cc1	17*	5	-3	41	-1	.	3
CC(OC(=O)[C@H](C)N=C1NS(=O)(=O)c2ccccc21)C(=O)Nc1ccc(F)c(F)c1F (some centres not stated)	.	-25	-4	-1	3	8	2
Cc1ccc(S(=O)(=O)NCCc2nnc(SCc3cccnc3)n2C)cc1	-2	-3	-3	4	0	-4	.
COc1ccc(CCNC(=O)c2c(O)c3ccccc3[nH]c2=O)cc1OC	-5	-10	2	12	8	-5	0
O=C(NCC1CCCO1)/C(=C/c1ccccc1F)NC(=O)c1ccccc1 (configuration not stated)	-2	1	-8	-5	23	4	-2
O=C(NCCC1=CCCCC1)C1CCN(S(=O)(=O)c2cccc3cccnc23)CC1	.	-19	18	-6	-25	-10	4
O=C(NCc1ccccc1)NC1CCCCC1	-5	-7	18	27	4	.	1
C[C@H](CO)N1C[C@H](C)[C@@H](CN(C)Cc2ccc(Oc3ccccc3)cc2)Oc2ccc(N(C)C)cc2C1=O	-4	-8	-1	-9	26	-9	2
COc1cccc(CN2CCNC(=O)C2CC(=O)N(C)CCC2CCOCC2)c1 (configuration not stated)	-1	3	-5	7	1	-3	1
CC(C)NC(=O)N(C)C[C@@H]1Oc2ccc(NC(=O)CCC(F)(F)F)cc2C(=O)N([C@H](C)CO)C[C@@H]1C	-4	1	-5	-5	0	.	1
COc1ccccc1S(=O)(=O)N[C@H]1C=C[C@H](CC(=O)N2CCCCC2)O[C@@H]1CO	1	1	-1	-8	-2	.	0
Cc1ccccc1S(=O)(=O)Cc1ccc(C(=O)N(C)C2CCCCC2)o1	-7	11	-8	-9	-1	1	4

Just Statin myotox sup, LGR2 inh and S100A4 inh HTS, for three of the compounds above:
Molecule	Statin myotox sup	LGR2 inh	S100A4 inh HTS
Cc1ccc(S(=O)(=O)NCCc2nnc(SCc3cccnc3)n2C)cc1	4	-3	0
Cc1cc(C)nc(Nc2nc(C(N)CCc3ccccc3)cs2)n1 (configuration not stated)	-29	-3	-4
COc1ccc(CCNC(=O)c2c(O)c3ccccc3[nH]c2=O)cc1OC	12	-10	8

Next compounds follow:
SMILES	SIRT5 inh	LGR2 inh	esBAF inh	Statin myotox sup	S100A4 inh HTS	FN deposition inh	Casp6 inh
CC(C)c1ccc(CNc2ccc([N+](=O)[O-])cn2)cc1	-2	-67	.	.	-6	-7	3
CS(=O)(=O)Nc1ccc2c(c1)[C@@H]1C[C@H](CC(=O)NCc3ccncc3)O[C@H](CO)[C@@H]1O2	2	0	1	0	-7	.	1
Cn1nc(C(=O)OCC(=O)Nc2cc(Cl)ccc2C#N)c2ccccc2c1=O	-2	9	-6	3	-6	-5	-2
O=C(NCCCn1ccnc1)/C(=C/c1cccnc1)NC(=O)c1ccco1	0	.	-7	4	0	0	-14
CN1C(=O)c2cc(NC(=O)C3CCC3)ccc2OC[C@@H]2O[C@H](CC(=O)NCc3ccccc3F)CC[C@@H]21	0	-9	.	.	-11	-9	-1
NC(=O)C1CCN(c2ccnc3cc(Cl)ccc23)CC1	7	1	.	.	-2	7	0
CCC(C)[C@H](N)c1nnc(SCC(=O)Nc2ccc(C)cc2C)o1 (some centres not stated)	5	-7	2	-2	1	1	0
CC=Cc1ccc2n(c1=O)C[C@@H]1[C@@H](CO)[C@H](C(=O)NCCc3ccncc3)[C@H]2N1CCC(F)(F)F (mixture of isomers)	.	-11	-2	23	.	.	.
C[C@H](CO)N1C[C@H](C)[C@@H](CN(C)C(=O)c2ccccc2F)Oc2ncc(Br)cc2C1=O	0	-8	3	5	-31	-3	-1
CN(CC1CCCN(CCc2ccc(Cl)cc2)C1)C(=O)c1ccoc1 (configuration not stated)	-5	6	-7	-2	-5	4	-2
Cc1noc(C)c1S(=O)(=O)Nc1ccc2c(c1)CC(=O)N([C@@H](C)CO)C[C@@H](C)[C@H](CN(C)C(=O)NC1CCCCC1)O2	-3	6	5	2	-4	.	-1
O=[N+]([O-])c1cccc(-c2nnc(-c3ccccc3F)o2)c1	0	-61	40	6	-5	-4	0
CC(C)(C)S(=O)N1Cc2cc(C(=O)NCc3ccc4c(c3)OCO4)nc(-c3cccc(-c4cc5ccccc5o4)c3)c2[C@@H]1CCO (some centres not stated)	-3	-36	-8	8	-32	3	1

From PubChem BioAssay
